TEAD-YAP inh: TEAD-YAP interaction inhibition, primary screen, TEAD-YAP interaction inhibitor project, luminescence, HEK-TIYL cells. TEAD-Gal4/YAP UAS-luciferase luminescence. inhibition, % at 9.12 µM. 640,000 tested, 1.4% active. AID 1259422, 2018; in the data active means inhibition above about 32%;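 further: 0% = median of test compound wells and 100% = reference inhibitor wells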
GPR151 activ: activators of human GPR151, primary screen, cell-based, PathHunter beta-arrestin, luminescence. G-protein coupled receptor 151 (Homo sapiens), Q8TDV0. PathHunter beta-arrestin GPR151 cells. activation, % at 11.2 µM. 650,000 tested, 1% active. AID 1508602, 2020; in the data active means activation above about 4.9%;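 further: 0% = median of compound wells and 100% = cells with positive control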
Target sequence (Q8TDV0 whole entry, looked up): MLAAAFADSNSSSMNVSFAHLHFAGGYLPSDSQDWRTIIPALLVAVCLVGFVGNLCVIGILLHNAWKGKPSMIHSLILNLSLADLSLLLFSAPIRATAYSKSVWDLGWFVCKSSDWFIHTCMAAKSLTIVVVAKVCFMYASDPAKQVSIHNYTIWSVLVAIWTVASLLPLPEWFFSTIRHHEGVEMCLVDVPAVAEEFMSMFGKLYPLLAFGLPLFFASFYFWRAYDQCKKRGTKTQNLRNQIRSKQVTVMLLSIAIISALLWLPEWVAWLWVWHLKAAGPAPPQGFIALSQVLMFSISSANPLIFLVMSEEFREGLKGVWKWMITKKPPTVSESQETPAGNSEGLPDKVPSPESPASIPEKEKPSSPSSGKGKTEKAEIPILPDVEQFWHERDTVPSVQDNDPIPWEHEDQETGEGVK
FBW7 act: FBW7 E3 ligase activators, primary screen, biochemical, AlphaScreen, human; F-box/WD repeat-containing protein 7 (Homo sapiens), Q969H0; AlphaScreen FBW7–phospho-cyclin E peptide binding, activator screen; normalized activity (activation), % at 26.1 µM; 650,000 tested, 0.13% active; AID 1259310, 2017; in the data active means normalized activity above about 1.9%;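 further: purified mutant Fbw7 with reduced substrate affinity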
MITF primary: MITF inhibitors, primary screen, biochemical, AlphaScreen, human; Microphthalmia-associated transcription factor (Homo sapiens), O75030; AlphaScreen MITF homodimerization, bead proximity signal; inhibition, % at 2.6 µM; 650,000 tested, 0.91% active; AID 1259374, 2018; in the data active means inhibition above about 50%;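 further: 0% = vehicle wells with protein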
Target sequence (O75030 whole entry, looked up): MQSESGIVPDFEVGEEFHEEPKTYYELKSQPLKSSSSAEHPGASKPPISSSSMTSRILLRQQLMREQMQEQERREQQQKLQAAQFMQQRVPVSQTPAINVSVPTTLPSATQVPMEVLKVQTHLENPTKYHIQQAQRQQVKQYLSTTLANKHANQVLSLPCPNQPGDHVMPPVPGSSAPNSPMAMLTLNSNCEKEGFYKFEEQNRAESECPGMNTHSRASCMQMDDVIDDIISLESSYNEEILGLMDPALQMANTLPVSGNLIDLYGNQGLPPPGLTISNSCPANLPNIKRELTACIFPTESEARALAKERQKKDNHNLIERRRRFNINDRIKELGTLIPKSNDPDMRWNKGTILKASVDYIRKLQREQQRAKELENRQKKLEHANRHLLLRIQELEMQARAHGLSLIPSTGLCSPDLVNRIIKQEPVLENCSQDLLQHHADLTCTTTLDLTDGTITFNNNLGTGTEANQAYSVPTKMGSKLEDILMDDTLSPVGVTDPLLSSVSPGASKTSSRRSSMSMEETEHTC
* marks the source's active call; other numbers are inactive results; nt = no result given; & = joins results of further samples.

Sample of the layout (4 entries):
SMILES	TEAD-YAP inh	GPR151 activ	FBW7 act	MITF primary
Cc1c(Br)c([N+](=O)[O-])nn1CC(=O)NCc1ccccn1	-4	2.1	-0.1	13
CN(C)c1ccc(/C=C(\NC(=O)c2ccccc2)C(=O)N/N=C/c2ccncc2)cc1	3	-1.0	-0.1	5
Cc1cccc(NC(=O)CSc2n[nH]c(N)n2)c1	2	0.1	0.0	6
COc1ccc(N2CCN(c3cc(N4CCN(S(C)(=O)=O)CC4)ccc3[N+](=O)[O-])CC2)cc1	9	1.2	-0.1	4

The listing (from the top)
SMILES	TEAD-YAP inh	GPR151 activ	FBW7 act	MITF primary
Cc1c(Br)c([N+](=O)[O-])nn1CC(=O)NCc1ccccn1	-4	2.1	-0.1	13
CN(C)c1ccc(/C=C(\NC(=O)c2ccccc2)C(=O)N/N=C/c2ccncc2)cc1	3	-1.0	-0.1	5
Cc1cccc(NC(=O)CSc2n[nH]c(N)n2)c1	2	0.1	0.0	6
COc1ccc(N2CCN(c3cc(N4CCN(S(C)(=O)=O)CC4)ccc3[N+](=O)[O-])CC2)cc1	9	1.2	-0.1	4
CC(=O)Nc1c(O)n(-c2ccccc2)c(=S)[nH]c1=O	6	2.3	0.0	-3
COc1ccc(-c2cnc(NCc3cc(Cl)ccc3O)n2C)cc1	-10	1.9	-0.1	18
CCN(CC)CCNC(=O)c1cn(-c2ccc(OC)cc2)c(=O)c2ccccc12	2	0.3	0.0	2
O=C(NC(=S)N1CCCC1)c1ccc(Br)o1	-15	0.0	0.9	13
CC1CCCC(C)N1S(=O)(=O)c1ccc(S(N)(=O)=O)cc1 (centres undefined)	2	-0.4	0.1	7
CCOc1cc(-c2ccccc2)nc(N)n1	-31	1.6	0.0	-2
On1c(-c2ccccc2)nc2c1CCc1nonc1-2	6	0.0	0.0	19
CCOc1ccc(N(CC(=O)N2CCN(c3ccc(F)cc3)CC2)S(C)(=O)=O)cc1	4	2.6	0.1	-1
CCc1nc(SCC(=O)Nc2nc(-c3ccccc3)cs2)n[nH]1	-32	-0.8	0.1	21
Cc1ccc(N2C(=O)C(C=Nc3ccc(C)cc3[N+](=O)[O-])C(=O)NC2=S)cc1 (centres undefined)	3	0.9	-0.2	-8
CCN(c1ccccc1)S(=O)(=O)c1ccc(-n2cccn2)cc1	2	9.0*	0.1	-1
CC1CCCCC1NC(=O)c1cccc(N2C(=O)C3C4C=CC(C4)C3C2=O)c1 (centres undefined)	9	0.1	0.9	11
O=C(NCc1ccccc1)c1cc(-c2ccccn2)nc2ccccc12	16	-0.4	0.2	1
COc1ccc(N2CCN(C(=O)c3ccc(S(=O)(=O)Cc4ccc(C)cc4)c([N+](=O)[O-])c3)CC2)cc1	11	0.8	-0.1	20
COc1ccc(N2CCN(C(=O)CN3C(=O)CC(C)(C)Sc4ccccc43)CC2)cc1	-1	0.5	-0.3	-5
CC(C)(C)C1CC(=O)CN(C(C)(C)C)C1 (centres undefined)	-7	0.2	-0.1	0

The list goes on, starting with the last 3 of the part before.
SMILES	TEAD-YAP inh	GPR151 activ	FBW7 act	MITF primary
COc1ccc(N2CCN(C(=O)c3ccc(S(=O)(=O)Cc4ccc(C)cc4)c([N+](=O)[O-])c3)CC2)cc1	11	0.8	-0.1	20
COc1ccc(N2CCN(C(=O)CN3C(=O)CC(C)(C)Sc4ccccc43)CC2)cc1	-1	0.5	-0.3	-5
CC(C)(C)C1CC(=O)CN(C(C)(C)C)C1 (centres undefined)	-7	0.2	-0.1	0
O=C(CN1CCC(C(=O)c2ccc(F)cc2)CC1)NCc1ccccc1	10	-0.1	0.1	11
Cc1nc2ccc(Cl)cn2c(=O)c1Cl	1	-1.9	0.2	20
CCOC(=O)c1c(NC(=O)C2c3ccccc3Oc3ccccc32)sc(C(N)=O)c1C	-6	-0.5	0.1	6
CC1CN(C2CCCCC2)c2nc3c(c(=O)n(Cc4ccc(F)cc4)c(=O)n3C)n2C1 (centres undefined)	3	-0.7	0.2	-8
COc1ccc(-c2cccc(C(=O)Nc3ccc(Oc4ccccc4)cc3)c2)cn1	-3	4.0	0.1	-11
Cc1c(N=NC2=C(O)CC(C)(C)CC2=O)c(=O)n(-c2ccccc2)n1C	-2	-0.3	0.0	7
O=C(O)CN1CCC(c2ccccc2)CC1	-1	0.0	0.1	-6
O=S(=O)(c1ccc(OC(F)(F)F)cc1)N1CCc2nc3ccncc3cc2C1	6	2.0	0.2	6
COc1cccc(/C=N/NC(=S)Nc2cccc(S(=O)(=O)N(C)C)c2)c1	1	-1.7	0.0	12
CCOc1ccc(S(=O)(=O)N(CC(=O)NC(C)CC)c2ccccc2)cc1 (centres undefined)	-4	1.4	0.3	11
COCCNC(=O)CSCc1nc(-c2ccccc2F)oc1C	-9	-0.8	-0.2	10
COc1ccc(C2C(C(=O)C3CC3)N3C=C(C#N)C=CC3C2(C#N)C#N)cc1 (centres undefined)	-2	-0.9	-0.1	2
CCOC(=O)CCN1C(=O)[C@H]2[C@H]3[C@H](O)[C@H](O)C/C(=N\OCC(C)C)[C@H]3CC[C@H]2C1=O	nt	0.3	0.3	2
Cc1cc(Br)cc2sc(NC(=O)C3(c4ccccc4)CCOCC3)nc12	0	0.0	0.0	-5
CC(C)(C)c1ccc(C(=O)Nc2nnc(CCc3ccccc3)s2)cc1	-7	-0.3	0.1	8
Cc1ccc(S(=O)(=O)NCC2COC3(CCCCC3)O2)cc1 (centres undefined)	8	1.8	-0.1	9
Cc1cc(C)cc(NC(=O)CCNc2c(N3CCCC3)c(=O)c2=O)c1	4	0.3	0.4	1
O=C(COc1ccc([N+](=O)[O-])cc1)NCc1cccnc1	8	2.2	-0.1	-8
Cc1ccc(O)c(/C=N/NC(=O)CNc2ccc3ccccc3c2)c1	16	-0.9	-0.1	6
Cn1c(C2CC(=O)N(c3cccc4ccccc34)C2)nc2ccccc21 (centres undefined)	9	1.5	-0.2	1
NC(=O)CN1/C(=C(\O)c2ccccc2)C(=O)c2ccccc2S1(=O)=O	-8	0.6	-0.1	-8
Cc1cc(S(=O)(=O)N(C)CCc2ccccc2)ccc1-n1cnnn1	2	3.1	0.1	-2
CCOc1cc(OCC)cc(C(=O)NCc2ccccc2)c1	8	-1.0	-0.1	-4
CCOC(=O)C1=C(C)Nc2nnnn2C1c1cccc(Br)c1 (centres undefined)	-2&0	0.8&-0.9	-0.1&0.3	1&3
COc1ccc(OC)c(C2CC(c3ccc(Br)cc3)=NN2C(=O)CCCC(=O)O)c1 (centres undefined)	5	-0.1	0.3	7
COCCCNC(=O)CC(NS(=O)(=O)c1ccc(NC(C)=O)cc1)C(C)C (centres undefined)	-4	-1.5	0.1	7
O=C(Nc1c2c(nn1-c1ccc(F)cc1)CSC2)c1ccccc1[N+](=O)[O-]	13	1.5	-0.1	-1
CC(=O)c1ccc(NC(=O)CSc2nc3ccccc3c(=O)[nH]2)cc1	8	-0.1	0.0	1
Cc1cc(C)nc(NS(=O)(=O)c2ccc(NC(=O)c3ccc(Cl)cc3Cl)cc2)n1	-4	-1.0	-0.1	-9
CCOC(=O)C(=O)Nc1cc(S(=O)(=O)N(CC)CC)ccc1OC	-6	-0.2	0.7	13
CC(=O)c1ccc(OCC(=O)NNC(=O)COc2cccc(C(F)(F)F)c2)cc1	-1	0.6	0.0	-16
CCCNC(=S)N1CCN(c2nc(-c3cccc(OC)c3)cs2)CC1	-4	0.4	-0.1	-3
COC(=O)c1c(NC(=O)c2cc(-c3cccc(Br)c3)nc3ccccc23)sc2c1CCC(C(C)(C)C)C2 (centres undefined)	-1	0.8	0.1	10
Cc1ccccc1Nc1nnc(-c2ccc(C)c(S(N)(=O)=O)c2)c2ccccc12	6	-0.7	0.0	-2
Cn1nnnc1Sc1ccc([N+](=O)[O-])c2cnccc12	35*	-0.1	0.0	-9
CCOC(=O)c1c(NC(=O)c2cc(C)on2)sc(C)c1-c1ccccc1	6	-0.1	-0.1	4
COc1ccc(-c2cc(N)n(S(=O)(=O)c3ccc([N+](=O)[O-])cc3)n2)cc1OC	-7	0.2	-0.4	8
O=C(CSc1ccc(C(=O)O)cn1)Nc1ccccc1F	10	-1.9	0.4	4
c1csc(CNc2ccnc3c(-c4cccc5cccnc45)cnn23)c1	-41	0.5	0.4	11
CCOc1ccccc1/C=C1\SC(=S)N(CC)C1=O	-3	-0.5	-0.1	4
CC(O)(C#CCN1CCCCC1)c1ccccc1 (centres undefined)	-5	0.6	0.0	0
COc1ccc(C2CC(C(F)(F)F)n3nc(C(=O)Nc4sc5c(c4C(=O)OC(C)C)CCCC5)cc3N2)cc1OC (centres undefined)	-5	0.5	0.5	27
CCC(C)NC(=O)CC(NS(=O)(=O)c1ccc(Br)cc1)c1ccco1 (centres undefined)	4	-0.3	0.0	-4
COc1cccc(Cn2c(=O)[nH]c3ncc(-c4ccc(S(C)(=O)=O)cc4)nc32)c1	10	0.6	0.2	-3
O=C(Cn1nnc(-c2ccncc2)n1)N1c2ccccc2Sc2ccc(Cl)cc21	14	0.6	0.0	9
COc1ccccc1N1CCN(C2CC(=O)N(c3ccc(C(C)=O)cc3)C2=O)CC1 (centres undefined)	19	0.0	-0.1	10
COc1ccc(C2C(C(=O)N3CCN(c4ccc(OC)cc4)CC3)c3ccccc3C(=O)N2C2CCCCC2)cc1 (centres undefined)	5	-0.4	0.0	-4
CC(C)c1ccc(NC(=O)C2C3C=CC4(O3)C2C(=O)N(Cc2ccccc2F)C4C(=O)NC2CCCCC2)cc1 (centres undefined)	-7	0.8	-0.1	4
CN(CC(=O)Nc1cccc(F)c1)CC(=O)Nc1ccccc1Cc1ccccc1	-4	-1.2	0.1	-3
COc1cccc(Nc2nnc(C(C)(C)C)c(=O)[nH]2)c1	8	0.6	0.0	-2
CS(=O)(=O)c1ccc(C(=O)OCC(=O)N2CC(=O)Nc3ccccc32)cc1[N+](=O)[O-]	4	-0.8	0.0	3
CCCc1nnc(SCC(=O)Nc2nc(C)c(C)s2)n1CC1CCCO1 (centres undefined)	10	-0.7	1.0	1
CCN(CC)S(=O)(=O)c1ccc2oc(C(=O)Nc3ccc(F)cc3)c(C)c2c1	12	0.1	0.3	8
CCOC(=O)c1ccc(-n2c(N)c(C(=O)Nc3c(C)cccc3C)sc2=S)cc1	-4	-1.0	0.0	17
Nc1nc(-c2ccc(C(=O)O)cc2)cs1	8	-4.0	-0.1	12
Cc1ccc(NS(=O)(=O)c2ccc(F)c(F)c2F)cc1	11	-0.3	0.0	6
COc1ccc(CCNC(=O)C2CCCCC2)cc1	-7	-0.6	0.0	12
COC(=O)CSc1cc(C)nc(N)n1	10	1.6	0.0	2
CCCCOC(=O)C1=C(C)NC(=O)NC1c1cc(OC)ccc1OC (centres undefined)	7	1.1	0.1	5
Nc1cccc(-c2nc3ccc(C(=O)NCc4cccnc4)cc3s2)c1	-17	2.3	0.0	4

Complete entries, quoted from the list:
Results for CCOC(=O)c1ccc(-n2c(N)c(C(=O)Nc3c(C)cccc3C)sc2=S)cc1 → TEAD-YAP inh: -4; GPR151 activ: -1.0; FBW7 act: 0.0; MITF primary: 17
Results for CS(=O)(=O)c1ccc(C(=O)OCC(=O)N2CC(=O)Nc3ccccc32)cc1[N+](=O)[O-] → TEAD-YAP inh: 4; GPR151 activ: -0.8; FBW7 act: 0.0; MITF primary: 3

More records.
SMILES	TEAD-YAP inh	GPR151 activ	FBW7 act	MITF primary
CCC(=O)Oc1ccc(N2C(=O)CCC2=O)cc1	3	3.3	0.2	-5
Cc1cc(Cl)ccc1OCC(=O)Nc1ccc(S(=O)(=O)N2CCCCC2)cc1	14	-0.1	0.0	15
COCCCN1C(=O)CC(CC(=O)N2CCSCC2)(c2ccccc2)C1=O (centres undefined)	-9	-1.6	-0.1	18
CCOc1ccccc1NC(=O)CSc1nnc(-c2ccc(Cl)cc2)n1N	6	-1.1	0.6	18
Cc1nnc2ccc(N3CCN(C(=O)c4cccc(F)c4)CC3)nn12	5	0.1	0.1	5
O=C(N/N=C/c1ccc(F)cc1)c1ccccn1	14	-5.9	-0.6	10
CCOc1cc(C2C(C(=O)Nc3ccccc3)=C(C)Nc3nnnn32)ccc1OCc1ccccc1 (centres undefined)	-5	1.9	0.1	0
Cn1cncc1COC(=O)c1ccc(Cl)cc1	4	1.2	0.0	7
CCOc1ccc(NS(=O)(=O)c2cc(C(=O)N3CCCC3)ccc2NCCc2ccc(Cl)cc2)cc1	-20	0.8	0.0	6
CCc1n(CC(O)COc2ccc(C(=O)OC)cc2)c2ccccc2[n+]1C (centres undefined)	8	-0.8	0.0	7
Cc1cccc(CSc2nnc3n2CCN3c2ccccc2)c1	-4	-1.1	0.0	19
C=CCOc1ccc(/C=c2\sc3ncnn3c2=O)cc1	-17	-1.5	-0.1	11
O=C(CC(=O)N1CCc2ccccc21)C(=O)CC(=O)N1CCc2ccccc21	8	0.2	0.0	4
COc1cccc(NC(=O)Cn2c3ccccc3c(=O)c3cc(Cl)ccc32)c1	2	0.3	-0.3	2
O=C(CC1OC(=O)c2ccccc21)c1ccc(I)cc1 (centres undefined)	1	2.0	-0.1	0
CN(Cc1ccccc1)C(=O)Cn1c(=O)oc2cc(S(=O)(=O)N3CCCCC3)ccc21	-1	1.1	-0.1	4
CCCC(=O)NCCn1ncc2c(=O)n(Cc3ccc(F)cc3)cnc21	-4	-0.7	0.0	-3
O=C(CSc1nc(-c2ccccc2)cn1-c1ccc(Cl)cc1)c1ccccc1	3	0.4	0.1	23
CCOC(=O)c1ccc(NC(=O)C2CSC3(CCN(C)CC3)N2C(C)=O)cc1 (centres undefined)	-3	-0.7	0.4	9
